Bioassay records deposited in PubChem by several laboratories.
IDE cell inh – inhibitors of human insulin-degrading enzyme in cells | P14735 | HEK cells, FAbetaB cleavage, fluorescence polarization | inhibition, % at 5.59 µM | hit rate 0.41% among 320,000;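 active = percent inhibition above the average of all tested compounds plus 3 SD, set per screening campaign, cut at about 16% in these data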;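 also: IDE supplied by intact live HEK cells; FP after avidin binding of uncleaved biotin substrate so inhibition keeps polarization high; 0% = DMSO wells and 100% = 60 µM reference IDE inhibitor Ii1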
PfM18AAP inh – PfM18AAP enzyme inhibition; recombinant PfM18AAP, H-Glu-NHMec fluorogenic cleavage; hit rate 1.2% among 290,000; inhibition, % at 7.35 µM; AID 1822;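 active = inhibition above the campaign mean inhibition over all tested compounds plus 3 SD, cut at about 28% in these data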;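 also: 0% = plate median of test compound wells and 100% = 2 mM ZnCl2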
IDE cell activ – activators of human insulin-degrading enzyme in cells; activation, % at 5.96 µM; AID 493087; hit rate 0.073% among 340,000; HEK cells, FAbeta-B cleavage, fluorescence polarization; 0% vehicle, 100% cell-free pure enzyme wells;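 active = activation above the mean of all tested compounds plus 3 SD, set per screening campaign, cut at about 17% in these data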
MEKK2mut PB1 HTS – signal of MEK5 binding to mutant human MEKK2 PB1 domain; AID 1530; hit rate 0.35% among 290,000; percent response, % at 10 µM; bead flow cytometry, Alexa488-MEK5 binding to MEKK2 mutant; in the data active = percent response above about 24%, passing the limit was not always enough; also: inactives centre near 1; some results filed as inactive read as strong as hits; reference of the scale not given here
pCIP destab – p/CIP protein destabilization. decrease of EGFP signal, % at 10 µM. hit rate 0.01% among 290,000. F442A p/CIP-EGFP cells, EGFP fluorescence, 16 h. Q05BA5;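 active = EGFP signal decrease of at least 30% at 10 µM or well 3 SD below plate mean, unless failing retest; inactive = the rest, including hits failing retest or dose response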; also: some compounds called inactive have numbers as strong as hits; many of its hits are not listed in these tables
Target sequence (Q05BA5 1-1403): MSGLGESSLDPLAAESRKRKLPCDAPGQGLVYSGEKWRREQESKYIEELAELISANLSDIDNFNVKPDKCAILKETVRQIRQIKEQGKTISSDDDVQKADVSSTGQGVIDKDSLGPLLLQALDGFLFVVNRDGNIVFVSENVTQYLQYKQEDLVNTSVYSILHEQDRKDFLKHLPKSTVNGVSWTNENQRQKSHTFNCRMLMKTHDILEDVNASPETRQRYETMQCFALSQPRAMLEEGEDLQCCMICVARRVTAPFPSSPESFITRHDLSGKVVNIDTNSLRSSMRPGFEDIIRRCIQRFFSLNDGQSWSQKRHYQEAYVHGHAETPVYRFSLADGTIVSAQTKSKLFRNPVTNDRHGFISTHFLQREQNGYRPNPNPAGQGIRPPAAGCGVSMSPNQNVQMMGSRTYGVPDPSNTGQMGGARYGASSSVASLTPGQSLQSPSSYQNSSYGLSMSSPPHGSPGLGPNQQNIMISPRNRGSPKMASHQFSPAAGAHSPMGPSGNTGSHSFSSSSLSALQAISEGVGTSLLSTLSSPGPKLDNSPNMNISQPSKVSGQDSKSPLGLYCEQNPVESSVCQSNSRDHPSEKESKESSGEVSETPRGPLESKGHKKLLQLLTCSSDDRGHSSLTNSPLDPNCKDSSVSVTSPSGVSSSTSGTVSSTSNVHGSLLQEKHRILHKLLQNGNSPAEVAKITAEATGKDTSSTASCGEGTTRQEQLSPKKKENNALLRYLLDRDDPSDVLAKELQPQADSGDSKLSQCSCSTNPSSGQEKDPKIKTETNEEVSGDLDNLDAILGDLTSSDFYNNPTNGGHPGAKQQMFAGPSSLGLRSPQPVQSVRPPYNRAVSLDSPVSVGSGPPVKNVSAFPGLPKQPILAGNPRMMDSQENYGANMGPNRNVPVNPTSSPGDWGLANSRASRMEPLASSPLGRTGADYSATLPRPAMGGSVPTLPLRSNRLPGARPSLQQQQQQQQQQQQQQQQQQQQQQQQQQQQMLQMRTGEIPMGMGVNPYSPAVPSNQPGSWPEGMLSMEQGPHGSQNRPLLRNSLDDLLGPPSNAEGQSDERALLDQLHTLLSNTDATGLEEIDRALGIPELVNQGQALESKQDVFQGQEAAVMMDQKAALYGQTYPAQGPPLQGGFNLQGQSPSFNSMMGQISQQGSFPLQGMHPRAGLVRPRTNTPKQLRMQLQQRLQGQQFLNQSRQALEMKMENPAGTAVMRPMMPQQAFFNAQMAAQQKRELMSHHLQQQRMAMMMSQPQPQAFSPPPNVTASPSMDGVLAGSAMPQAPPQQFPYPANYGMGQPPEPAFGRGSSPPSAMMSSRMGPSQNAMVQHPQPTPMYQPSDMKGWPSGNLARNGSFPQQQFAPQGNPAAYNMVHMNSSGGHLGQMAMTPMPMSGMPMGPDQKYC
SUMO HTRF inh – SUMOylation inhibition; P63279; HTRF SUMOylation assay, SAE1/SAE2 + UBC9, in vitro; inhibition, % at 35 µM; hit rate 0.36% among 290,000; in the data active = inhibition above about 50%, passing the limit was not always enough; also: strong numbers were not always called active
MEKK3 PB1 HTS – raises or lowers MEK5 binding to the human MEKK3 PB1 domain; binding response (% of control), % at 10 µM; hit rate 1.4% among 290,000; Q99759; bead-based flow cytometry, Alexa488-MEK5 binding to MEKK3; actives lie on both sides; 0 = blocked by unlabeled MEK5, 100 = vehicle;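 active = binding response more than 3 SD above or below the average of its plate-row segment, actives on both sides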;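 also: Alexa488 bead fluorescence after subtracting the streptavidin-only scavenger bead signal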
NALP1 yeast inh – NALP1 inhibition; hit rate 0.61% among 280,000; S. cerevisiae NALP1/ASC/caspase-1 growth, X-gal OD620, 72 h; inhibition, % at 10 µM; in the data active = inhibition mostly above about 24%, no sharp cut-off; inactive = mostly below about 32%; also: some compounds called inactive have numbers as strong as hits
MEKK2wt PB1 HTS – raises or lowers MEK5 binding to wildtype human MEKK2 PB1 domain; Q9Y2U5; bead flow cytometry, Alexa488-MEK5 binding to MEKK2 WT; actives lie on both sides; binding response (% of control), % at 10 µM; hit rate 1.1% among 290,000; in the data active = binding response below about 67% or above about 130%
* = called active by the depositor; [ ] = remark or other dose. Not all compounds are listed, so the mix of outcomes need not match the whole.

How did O=C(O)c1cccc(S(=O)(=O)Nc2ccc3c(c2)CCC3)c1 do in these assays?
PfM18AAP inh: -2; IDE cell activ: 7; MEKK2mut PB1 HTS: -2; pCIP destab: 3; SUMO HTRF inh: 0; MEKK3 PB1 HTS: 94; NALP1 yeast inh: -20; MEKK2wt PB1 HTS: 94

Results for O=C(Cc1cccc2ccccc12)NN1C(=O)/C(=C\c2cccnc2)SC1=S ?
IDE cell inh: -1; PfM18AAP inh: 14; IDE cell activ: -5; MEKK2mut PB1 HTS: 2; pCIP destab: 0; SUMO HTRF inh: 58; MEKK3 PB1 HTS: 92; MEKK2wt PB1 HTS: 94

How did CC(C)NC(=O)CCS(=O)(=O)c1ccc(Br)s1 do in these assays?
IDE cell inh: 1; PfM18AAP inh: 13; IDE cell activ: 0; MEKK2mut PB1 HTS: 4; pCIP destab: -1; SUMO HTRF inh: 26; MEKK3 PB1 HTS: 101; NALP1 yeast inh: 18; MEKK2wt PB1 HTS: 108

How did CC(C)CNC(=O)C(=O)NCCCN1CCOCC1 do in these assays?
IDE cell inh: 0; PfM18AAP inh: -6; IDE cell activ: -1; MEKK2mut PB1 HTS: -8; pCIP destab: 0; SUMO HTRF inh: 18; MEKK3 PB1 HTS: 96; NALP1 yeast inh: 3; MEKK2wt PB1 HTS: 93

What do the screens show for `O=C(CSc1nc(O)cc(=O)n1-c1ccccc1)NC1CCCCC1`?
IDE cell inh: 2; PfM18AAP inh: 2; IDE cell activ: 3; MEKK2mut PB1 HTS: 9; pCIP destab: -4; SUMO HTRF inh: 6; MEKK3 PB1 HTS: 106; NALP1 yeast inh: 43; MEKK2wt PB1 HTS: 103

How did COC(=O)N1CCN(c2ccc(C)c(C)c2)CC1 do in these assays?
IDE cell inh: -1; PfM18AAP inh: 2; MEKK2mut PB1 HTS: -7; pCIP destab: -3; SUMO HTRF inh: 3; MEKK3 PB1 HTS: 87; NALP1 yeast inh: -15; MEKK2wt PB1 HTS: 95

Results for CCOC(=O)C1CCCCN1Cc1ccc(F)c(Br)c1 (stereo not given) ?
IDE cell inh: 1; PfM18AAP inh: -9; IDE cell activ: 1; MEKK2mut PB1 HTS: -3; pCIP destab: 5; SUMO HTRF inh: -7; MEKK3 PB1 HTS: 100; NALP1 yeast inh: 59; MEKK2wt PB1 HTS: 95

How did COc1cccc(N2CCN(C(=S)Nc3ccccc3)CC2)c1 do in these assays?
IDE cell inh: 2; PfM18AAP inh: 5; IDE cell activ: 5; MEKK2mut PB1 HTS: 0; pCIP destab: -13; SUMO HTRF inh: 4; MEKK3 PB1 HTS: 102; NALP1 yeast inh: 1; MEKK2wt PB1 HTS: 97

Results for Nc1nc(CN2CCN(c3ccccc3F)CC2)nc(Nc2ccccc2)n1 ?
IDE cell inh: 7; PfM18AAP inh: -1; IDE cell activ: 3; MEKK2mut PB1 HTS: -2; pCIP destab: -6; SUMO HTRF inh: -4; MEKK3 PB1 HTS: 101; NALP1 yeast inh: -10; MEKK2wt PB1 HTS: 102

How did CCCCC(CCC(=O)Nc1ccn(-c2ccccc2)n1)C(=O)O (stereo not given) do in these assays?
IDE cell inh: -1; PfM18AAP inh: -12; IDE cell activ: 0; MEKK2mut PB1 HTS: 6; pCIP destab: -4; SUMO HTRF inh: 8; MEKK3 PB1 HTS: 101; NALP1 yeast inh: 9; MEKK2wt PB1 HTS: 103

The closing three compounds of the section above open the next one:
How did COc1cccc(N2CCN(C(=S)Nc3ccccc3)CC2)c1 do in these assays?
IDE cell inh: 2; PfM18AAP inh: 5; IDE cell activ: 5; MEKK2mut PB1 HTS: 0; pCIP destab: -13; SUMO HTRF inh: 4; MEKK3 PB1 HTS: 102; NALP1 yeast inh: 1; MEKK2wt PB1 HTS: 97

Results for Nc1nc(CN2CCN(c3ccccc3F)CC2)nc(Nc2ccccc2)n1 ?
IDE cell inh: 7; PfM18AAP inh: -1; IDE cell activ: 3; MEKK2mut PB1 HTS: -2; pCIP destab: -6; SUMO HTRF inh: -4; MEKK3 PB1 HTS: 101; NALP1 yeast inh: -10; MEKK2wt PB1 HTS: 102

How did CCCCC(CCC(=O)Nc1ccn(-c2ccccc2)n1)C(=O)O (stereo not given) do in these assays?
IDE cell inh: -1; PfM18AAP inh: -12; IDE cell activ: 0; MEKK2mut PB1 HTS: 6; pCIP destab: -4; SUMO HTRF inh: 8; MEKK3 PB1 HTS: 101; NALP1 yeast inh: 9; MEKK2wt PB1 HTS: 103

How did O=C(NCc1cccc(C(F)(F)F)c1)c1cccc(S(=O)(=O)N2CCN(Cc3ccccc3)CC2)c1 do in these assays?
IDE cell inh: -1; PfM18AAP inh: 0; IDE cell activ: 4; MEKK2mut PB1 HTS: 5; pCIP destab: -8; SUMO HTRF inh: -34; MEKK3 PB1 HTS: 103; NALP1 yeast inh: 10; MEKK2wt PB1 HTS: 115

How did COc1ccc(NC(=O)NC2(C(=O)N3CCN(C)CC3)CCCCC2)cc1 do in these assays?
IDE cell inh: -3; PfM18AAP inh: -4; IDE cell activ: -1; MEKK2mut PB1 HTS: -2; pCIP destab: 10; SUMO HTRF inh: 2; MEKK3 PB1 HTS: 101; NALP1 yeast inh: -10; MEKK2wt PB1 HTS: 99

How did C/C(N)=C(/C#N)C(=O)CSc1nnc(-c2ccccc2Br)o1 do in these assays?
IDE cell inh: 3; PfM18AAP inh: -12; IDE cell activ: 3; MEKK2mut PB1 HTS: 1; pCIP destab: -18; SUMO HTRF inh: -6; MEKK3 PB1 HTS: 102; NALP1 yeast inh: -1; MEKK2wt PB1 HTS: 102

What do the screens show for `COc1cccc(C(c2c(C)[nH]n(-c3ccccc3)c2=O)c2c(C)[nH]n(-c3ccccc3)c2=O)c1OC`?
IDE cell inh: 0; PfM18AAP inh: 23; IDE cell activ: 8; MEKK2mut PB1 HTS: 0; pCIP destab: -10; SUMO HTRF inh: 93; MEKK3 PB1 HTS: 119; NALP1 yeast inh: 6; MEKK2wt PB1 HTS: 104

Results for CCOC(=O)c1ccc(NC(=S)N2CCSC2c2ccc(Br)cc2)cc1 (stereo not given) ?
IDE cell inh: 5; PfM18AAP inh: 5; IDE cell activ: 2; MEKK2mut PB1 HTS: 1; pCIP destab: 5; SUMO HTRF inh: 9; MEKK3 PB1 HTS: 95; NALP1 yeast inh: 13; MEKK2wt PB1 HTS: 122

How did CCC(=O)Nc1ccc(S(=O)(=O)N2CCc3ccccc3C2)cc1 do in these assays?
IDE cell inh: 2; IDE cell activ: 9; MEKK2mut PB1 HTS: 0; pCIP destab: -5; SUMO HTRF inh: -2; MEKK3 PB1 HTS: 99; NALP1 yeast inh: 10; MEKK2wt PB1 HTS: 98

Results for Cc1cccc(CCNS(=O)(=O)c2ccc(S(=O)(=O)N3CCCCC3)cc2)c1 ?
IDE cell inh: 4; PfM18AAP inh: 1; IDE cell activ: 3; MEKK2mut PB1 HTS: 11; pCIP destab: -16; SUMO HTRF inh: 4; MEKK3 PB1 HTS: 103; NALP1 yeast inh: -7; MEKK2wt PB1 HTS: 104

What do the screens show for `O=c1c2sc(-c3ccccc3)cc2nc2n1CCC2`?
IDE cell inh: 3; PfM18AAP inh: -1; IDE cell activ: 4; MEKK2mut PB1 HTS: -1; pCIP destab: 9; SUMO HTRF inh: 12; MEKK3 PB1 HTS: 100; NALP1 yeast inh: -91; MEKK2wt PB1 HTS: 93

What do the screens show for `Cc1ccc(C(c2nnnn2CC2CCCO2)N2CCN(C(=O)c3ccco3)CC2)cc1` (stereo not given)?
IDE cell inh: -6; PfM18AAP inh: -14; IDE cell activ: -2; MEKK2mut PB1 HTS: 4; pCIP destab: -2; SUMO HTRF inh: 28; MEKK3 PB1 HTS: 96; NALP1 yeast inh: 5; MEKK2wt PB1 HTS: 101

How did Cn1c(=O)oc2cc(S(=O)(=O)CCC(=O)N3CCN(c4ccccc4)CC3)ccc21 do in these assays?
IDE cell inh: 2; PfM18AAP inh: 1; IDE cell activ: 3; MEKK2mut PB1 HTS: 4; pCIP destab: 0; SUMO HTRF inh: 0; MEKK3 PB1 HTS: 102; NALP1 yeast inh: 9; MEKK2wt PB1 HTS: 104

Results for COc1ccc(NS(=O)(=O)c2cccc(C(=O)N/N=C/c3ccc4c(c3)OCCO4)c2)cc1 ?
IDE cell inh: 10; PfM18AAP inh: -1; IDE cell activ: 6; MEKK2mut PB1 HTS: -6; pCIP destab: -2; SUMO HTRF inh: 47; MEKK3 PB1 HTS: 99; NALP1 yeast inh: 17; MEKK2wt PB1 HTS: 94

What do the screens show for `COc1ccccc1N1CCN(C(=O)c2c(-c3ccccc3)noc2C)CC1`?
IDE cell inh: 1; PfM18AAP inh: -7; IDE cell activ: 3; MEKK2mut PB1 HTS: 4; pCIP destab: -4; SUMO HTRF inh: 13; MEKK3 PB1 HTS: 105; NALP1 yeast inh: -1; MEKK2wt PB1 HTS: 105

Results for O=C(COc1ccc(Br)cc1)Nc1ccc2oc(=O)ccc2c1 ?
PfM18AAP inh: 2; IDE cell activ: -3; MEKK2mut PB1 HTS: -1; pCIP destab: -9; SUMO HTRF inh: -1; MEKK3 PB1 HTS: 99; NALP1 yeast inh: 3; MEKK2wt PB1 HTS: 96

How did O=C(COc1ccc(Cl)cc1)NCCSc1ccccc1 do in these assays?
IDE cell inh: 3; PfM18AAP inh: 8; IDE cell activ: 2; MEKK2mut PB1 HTS: 2; pCIP destab: -2; SUMO HTRF inh: 2; MEKK3 PB1 HTS: 102; NALP1 yeast inh: 11; MEKK2wt PB1 HTS: 102

How did O=C(CN1CCC(C(O)(c2ccccc2)c2ccccc2)CC1)Nc1cc(Cl)ccc1Cl do in these assays?
IDE cell inh: -5; PfM18AAP inh: -13; IDE cell activ: -6; MEKK2mut PB1 HTS: -14; pCIP destab: -6; SUMO HTRF inh: -31; MEKK3 PB1 HTS: 72*[inhibitor]; NALP1 yeast inh: -18; MEKK2wt PB1 HTS: 78

What do the screens show for `Cc1cc(=O)oc2cc(OCC(=O)OCC(=O)N(C)C3CCS(=O)(=O)C3)ccc12` (stereo not given)?
IDE cell inh: -1; PfM18AAP inh: -14; IDE cell activ: 6; MEKK2mut PB1 HTS: -12; pCIP destab: 6; SUMO HTRF inh: 9; MEKK3 PB1 HTS: 91; NALP1 yeast inh: -50; MEKK2wt PB1 HTS: 91

How did CCOc1cccc(=O)c2c(C)n(-c3ccc(C(=O)O)cc3)c(C)c12 do in these assays?
IDE cell inh: -4; PfM18AAP inh: 16; IDE cell activ: 0; MEKK2mut PB1 HTS: 5; pCIP destab: 0; SUMO HTRF inh: 7; MEKK3 PB1 HTS: 105; NALP1 yeast inh: -14; MEKK2wt PB1 HTS: 104

How did COc1cccc(CNC(=O)CCCn2nc(C)c3c(C)n(-c4ccc(C)cc4)nc3c2=O)c1OC do in these assays?
IDE cell inh: -4; PfM18AAP inh: -6; IDE cell activ: 2; MEKK2mut PB1 HTS: 7; pCIP destab: -10; SUMO HTRF inh: 27; MEKK3 PB1 HTS: 105; NALP1 yeast inh: 17; MEKK2wt PB1 HTS: 105

Results for CSc1cccc(CN2CCC(CCC(=O)NC3CC3)CC2)c1 ?
IDE cell inh: 2; PfM18AAP inh: 1; IDE cell activ: 6; MEKK2mut PB1 HTS: -1; pCIP destab: 0; SUMO HTRF inh: 6; MEKK3 PB1 HTS: 96; NALP1 yeast inh: -8; MEKK2wt PB1 HTS: 99

How did COc1ccc(N(C(=O)Cc2cccs2)C(C(=O)NC2CCCC2)c2ccncc2)cc1 (stereo not given) do in these assays?
IDE cell inh: 3; PfM18AAP inh: 2; IDE cell activ: 3; MEKK2mut PB1 HTS: 1; pCIP destab: 14; SUMO HTRF inh: -16; MEKK3 PB1 HTS: 101; NALP1 yeast inh: 2; MEKK2wt PB1 HTS: 96
